Screening data (PubChem BioAssay)
PPC-1+TRAIL kill – kills PPC-1 cancer cells in the presence of TRAIL. cell killing (% activity), % at 4 µM. AID 1443. PPC-1 cells + TRAIL, ATPLite viability luminescence. 220,000 tested, 0.41% active;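 active means cell killing above 50% in the first pass at 4 µM, then a duplicate retest at 5 µM averaging 50% or more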;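 further: plate controls were cells with TRAIL plus DMSO for no effect and medium-only wells lacking cells for full effect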
Wee1 degr inh – blocks degradation of human Wee1 kinase. P30291. HeLa Luc-Wee1K328M stability, luciferase luminescence; 100% = proteasome inhibitor MG132 effect. reporter increase, % at 5 µM. 220,000 tested, 1.2% active. AID 1321;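 active means activation above the mean of all tested compounds plus 3 SD, set per screening run, cut at about 8.8% in these data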;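 further: cells exposed to compound for 20 h before luminescence read; 0% = DMSO alone and 100% = MG132 at 30 µM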
TNF death inh – inhibitors of TNF-alpha induced necroptosis in Jurkat FADD-/- cells | Jurkat FADD-/- TNF necroptosis rescue, ATP luminescence, 24 h; 0 = TNF only, 100 = no-TNF cells | activation (protection from cell death), % at 10 µM | 220,000 tested, 0.068% active | AID 463075;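 active means activation, meaning protection from cell death, of at least 50% relative to plate controls; inactive means activation below 50%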;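 further: necroptosis triggered by 40 ng/mL TNF-alpha added together with compound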
CHOP inh – inhibitors of CHOP induction in ER stress response. CHO-K1 CHOP-promoter luciferase, tunicamycin-induced, 15-18 h. inhibition, % at 10 µM. 220,000 tested, 3.8% active;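 active means compounds that reduced the stress-induced luciferase reporter signal by more than about 70% of percent inhibition, limit read from the data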;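 further: 0% = tunicamycin plus vehicle and 100% = wells without tunicamycin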
FXIa inh – inhibitors of human coagulation factor XIa; inhibition, % at 5 µM; P03951; 220,000 tested, 0.14% active; purified FXIa, Boc-Glu-Ala-Arg-AMC fluorogenic substrate;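 active means inhibition of at least 40%; inactive means inhibition below 40%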;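 further: fluorescence of freed AMC excited at 355 nm; 0% = enzyme without compound and 100% = no enzyme blank; many of its hits are not listed in these tables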
PGE2 EP2 inh – inhibitors of human EP2 prostaglandin E2 receptor; P43116; C6 glioma cells expressing human EP2, cAMP TR-FRET; cells stimulated with saturating PGE2; inhibition, % at 25 µM; 260,000 tested, 0.52% active;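 active means percent inhibition above 40 after rounding to a whole number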;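 further: rat C6 glioma host cells with rolipram phosphodiesterase inhibitor present; the protocol text gives 20 µM as final concentration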
Target sequence (P43116 whole entry, looked up): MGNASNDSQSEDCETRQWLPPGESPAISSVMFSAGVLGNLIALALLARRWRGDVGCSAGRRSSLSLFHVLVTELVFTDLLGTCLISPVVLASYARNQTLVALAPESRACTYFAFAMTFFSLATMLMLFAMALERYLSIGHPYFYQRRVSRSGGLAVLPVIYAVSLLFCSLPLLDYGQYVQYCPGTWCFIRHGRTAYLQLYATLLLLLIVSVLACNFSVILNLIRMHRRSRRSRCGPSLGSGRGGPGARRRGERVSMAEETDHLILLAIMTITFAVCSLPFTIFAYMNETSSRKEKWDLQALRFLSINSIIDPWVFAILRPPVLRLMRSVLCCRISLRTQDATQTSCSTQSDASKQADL
Tb hexokinase – T. brucei hexokinase 1 inhibition; recombinant TbHK1, G6PDH-coupled NADH A340; inhibition, % at 10 µM; 220,000 tested, 0.11% active; AID 1430;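 active means inhibition of 50% or more in the single-dose primary screen; inactive means inhibition below 50%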
FXIIa inh – blocks human coagulation factor XIIa protease activity. P00748. inhibition, % at 5 µM. purified FXIIa, Boc-QGR-AMC fluorogenic substrate, 2 h. 220,000 tested, 0.3% active; in the data active means inhibition above about 40%;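 further: 0% = enzyme with no compound and 100% = blank without enzyme; many of its hits are not listed in these tables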
Target sequence (P00748 20-372 limits assumed): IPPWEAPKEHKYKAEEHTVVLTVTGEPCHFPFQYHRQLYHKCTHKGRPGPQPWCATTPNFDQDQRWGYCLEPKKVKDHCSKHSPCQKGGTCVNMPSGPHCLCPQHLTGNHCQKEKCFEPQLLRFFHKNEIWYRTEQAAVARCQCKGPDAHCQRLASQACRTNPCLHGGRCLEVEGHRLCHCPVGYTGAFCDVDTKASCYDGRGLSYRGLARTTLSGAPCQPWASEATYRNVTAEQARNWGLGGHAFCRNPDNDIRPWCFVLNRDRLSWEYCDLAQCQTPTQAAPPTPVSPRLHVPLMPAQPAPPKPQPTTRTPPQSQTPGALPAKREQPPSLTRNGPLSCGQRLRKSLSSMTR
Target sequence (P00748 373-615 limits assumed): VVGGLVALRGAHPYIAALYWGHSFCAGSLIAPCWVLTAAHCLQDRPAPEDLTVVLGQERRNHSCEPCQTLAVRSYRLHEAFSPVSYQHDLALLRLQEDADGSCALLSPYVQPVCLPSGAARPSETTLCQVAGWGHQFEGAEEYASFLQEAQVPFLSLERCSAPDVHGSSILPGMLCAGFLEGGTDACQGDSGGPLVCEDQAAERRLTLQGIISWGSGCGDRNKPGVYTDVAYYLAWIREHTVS
zVAD death inh – blocks zVAD induced death of L929 cells. 220,000 tested, 0.38% active. AID 1377. viability rescue, % at 10 µM. L929 zVAD necroptosis rescue, ATP luminescence, 24 h; with zVAD 60 µM;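 active means activation, scaled between plate controls, above about 75%, limit read from the data; inactive means activation under that limit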;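 further: 0% = zVAD with DMSO and 100% = DMSO alone without zVAD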
* = called active by the depositor; & = joins results of further samples. A portion of the library; the hit share may differ from the screen's.

`CC(=O)c1cc2ccc(O)cc2oc1=O` gave PPC-1+TRAIL kill 6, Wee1 degr inh 4, TNF death inh 2.1, CHOP inh -16, FXIa inh -22, PGE2 EP2 inh 11, Tb hexokinase -9, FXIIa inh -30 and zVAD death inh 0.1.
`CCc1nnc(NS(=O)(=O)c2ccc(N/C=C\C(=O)c3cccc(OC)c3)cc2)s1` gave PPC-1+TRAIL kill 12, Wee1 degr inh -4, TNF death inh 0.6, CHOP inh -5, FXIa inh 3, PGE2 EP2 inh 9, Tb hexokinase -16, FXIIa inh 8 and zVAD death inh 6.7.
For CC1CCCCC1NC(=S)NC(=O)c1cccs1 (stereo unspecified) the results were PPC-1+TRAIL kill 12, Wee1 degr inh 8, TNF death inh 3.0, CHOP inh 68, FXIa inh 1, PGE2 EP2 inh 2, Tb hexokinase -6, FXIIa inh 5 and zVAD death inh -0.7.
Screening Cc1cccc(C)c1NC(=O)CCCSc1nnc(-c2ccc(F)cc2)n1-c1ccccc1 returned PPC-1+TRAIL kill -1, Wee1 degr inh -3, TNF death inh 0.8, CHOP inh 27, FXIa inh -8, PGE2 EP2 inh 3, Tb hexokinase -2, FXIIa inh -4 and zVAD death inh 0.7.
For O=C(CCc1ccc(O)c(O)c1)NNC(=S)NCCc1ccccc1 the results were PPC-1+TRAIL kill 33, Wee1 degr inh 1, TNF death inh 1.7, CHOP inh 11, FXIa inh 5, PGE2 EP2 inh 5, Tb hexokinase 4, FXIIa inh 16 and zVAD death inh 0.4.
CC(=O)Nc1ccc(S(=O)(=O)NCC(=O)NC(C)c2ccc(S(N)(=O)=O)cc2)cc1 (stereo unspecified) was read as PPC-1+TRAIL kill 10, Wee1 degr inh 2, TNF death inh 0.7, CHOP inh -7, FXIa inh 4, PGE2 EP2 inh 4, Tb hexokinase -9, FXIIa inh 6 and zVAD death inh 0.4.
CCCC(=O)Nc1nc(C)c(-c2csc(Nc3cc(OC)ccc3OC)n2)s1 was read as PPC-1+TRAIL kill 11, Wee1 degr inh -3, TNF death inh -14, CHOP inh 51, FXIa inh 2, PGE2 EP2 inh 14, Tb hexokinase -9, FXIIa inh 3 and zVAD death inh 15.
Screening O=C(N[C@@H](Cc1ccccc1)C(=O)OCc1ccccc1)c1nc[nH]c1C(=O)NC(c1ccccc1)c1ccccc1 returned PPC-1+TRAIL kill 13, Wee1 degr inh 3, TNF death inh 1.4, CHOP inh 12, FXIa inh 1, PGE2 EP2 inh 12, Tb hexokinase -17, FXIIa inh 8 and zVAD death inh -0.1.
For COc1ccc2nc(Cl)c(C#N)cc2c1 the results were PPC-1+TRAIL kill 18, Wee1 degr inh 2, TNF death inh 0.9, CHOP inh 5, FXIa inh 3, PGE2 EP2 inh 6, Tb hexokinase -7, FXIIa inh 14 and zVAD death inh -1.4.
Screening CCOC(=O)c1cc(-c2ccccc2)sc1NC(=O)c1ccc(OC)c(OC)c1 returned PPC-1+TRAIL kill 10, Wee1 degr inh 0, TNF death inh -2.1, CHOP inh 23, FXIa inh -4, PGE2 EP2 inh 18, Tb hexokinase -20, FXIIa inh -4 and zVAD death inh 0.0.
O=C(NC(=S)Nc1ccc2c(c1)OCCO2)c1cccc(Br)c1 was read as PPC-1+TRAIL kill 8, Wee1 degr inh 2, TNF death inh -0.7, CHOP inh -23, FXIa inh -9, PGE2 EP2 inh 3, Tb hexokinase 34, FXIIa inh -3 and zVAD death inh -0.3.
Screening O=P(O)(O)c1ccccc1OCCOCCOCCOCCOc1ccccc1P(=O)(O)O returned Wee1 degr inh 5, TNF death inh 0.0, CHOP inh -10, FXIa inh -5, PGE2 EP2 inh 5, Tb hexokinase -3, FXIIa inh 8 and zVAD death inh -0.3.
Screening CC(C)(C)OC(=O)N1CCC(C(=O)N[C@@H](Cc2ccccc2)C(=O)O)CC1 returned PPC-1+TRAIL kill 11, Wee1 degr inh 0, TNF death inh 0.7, CHOP inh 1, FXIa inh 5, PGE2 EP2 inh 5, Tb hexokinase 0, FXIIa inh 11 and zVAD death inh -0.1.
CC1=CCC2C(=O)N(c3nc4ccccc4n3C)C(=O)C2C1 (stereo unspecified) was read as PPC-1+TRAIL kill 49, Wee1 degr inh 1, TNF death inh 0.3, CHOP inh 20, FXIa inh -3, PGE2 EP2 inh 5, Tb hexokinase 6, FXIIa inh 17 and zVAD death inh 1.1.
COc1cccc(/C=c2\s/c(=C\C(=O)C(C)(C)C)[nH]c2=O)c1 was read as PPC-1+TRAIL kill 33, Wee1 degr inh -1, TNF death inh 0.4, CHOP inh 41, FXIa inh -1, PGE2 EP2 inh 5, Tb hexokinase -4, FXIIa inh 10 and zVAD death inh 2.5.
Screening Cc1ccc(NC(=O)Cn2c(=O)n(CCCC(=O)NCc3ccco3)c(=O)c3ccccc32)cc1 returned PPC-1+TRAIL kill 0, Wee1 degr inh 0, TNF death inh 0.7, CHOP inh -22, FXIa inh -5, PGE2 EP2 inh 14, Tb hexokinase -2, FXIIa inh 5 and zVAD death inh 0.1.
CC(C)Oc1cccc(C(=O)C2CCCN(C(=O)c3noc4c3CCCC4)C2)c1 (stereo unspecified) was read as PPC-1+TRAIL kill -18, Wee1 degr inh 2, TNF death inh 2.1, CHOP inh 10, FXIa inh -6, PGE2 EP2 inh 8, Tb hexokinase -4, FXIIa inh 1 and zVAD death inh 0.9.
Screening CCCCOCCCNS(=O)(=O)Cc1ccccc1 returned PPC-1+TRAIL kill 4, Wee1 degr inh -3, TNF death inh 1.7, CHOP inh 18, FXIa inh 4, PGE2 EP2 inh 9, Tb hexokinase -7, FXIIa inh 24 and zVAD death inh 1.8.
For CC(=O)NN1C(=O)c2ccc(Oc3ccc([N+](=O)[O-])cc3)cc2C1=O the results were PPC-1+TRAIL kill 1, Wee1 degr inh 1, TNF death inh -1.0, CHOP inh 35, FXIa inh 0, PGE2 EP2 inh 14, Tb hexokinase -10, FXIIa inh 13 and zVAD death inh 0.2.
C=CCNC(=O)CN1CCC(n2nnc3cc(C(F)(F)F)ccc32)CC1 was read as PPC-1+TRAIL kill 20, Wee1 degr inh 2, TNF death inh 1.7, CHOP inh 8, FXIa inh 3, PGE2 EP2 inh 7, Tb hexokinase -5, FXIIa inh 6 and zVAD death inh -0.9.
`COc1ccc(CCNC(=O)COc2cc(=O)n(C)c3ccccc23)cc1OC` gave PPC-1+TRAIL kill 20, Wee1 degr inh 3, TNF death inh -0.6, CHOP inh 16, FXIa inh -1, PGE2 EP2 inh 12, Tb hexokinase -2, FXIIa inh 11 and zVAD death inh 14.
Cc1ccc(-c2csc3nc[nH]c(=S)c23)cc1C was read as PPC-1+TRAIL kill 2, Wee1 degr inh 0, TNF death inh -9.3, CHOP inh -1, FXIa inh 2, PGE2 EP2 inh 12, Tb hexokinase -6, FXIIa inh 12 and zVAD death inh -0.9.
Screening O=C(Nc1nnc(CC(c2ccccc2)c2ccccc2)s1)c1ccco1 returned PPC-1+TRAIL kill 3, Wee1 degr inh -1, TNF death inh 0.5, CHOP inh 5, FXIa inh 1, PGE2 EP2 inh 11, Tb hexokinase -8, FXIIa inh 8 and zVAD death inh -0.1.
Cn1c(=O)c2[nH]c(-c3ccccc3)nc2n(C)c1=O was read as PPC-1+TRAIL kill 21, Wee1 degr inh -3, TNF death inh 1.9, CHOP inh 2&-7, FXIa inh 8, PGE2 EP2 inh 13&14, Tb hexokinase 10, FXIIa inh 7 and zVAD death inh 1.4.

Already shown: 3 of the compounds above.
Cc1ccc(-c2csc3nc[nH]c(=S)c23)cc1C was read as PPC-1+TRAIL kill 2, Wee1 degr inh 0, TNF death inh -9.3, CHOP inh -1, FXIa inh 2, PGE2 EP2 inh 12, Tb hexokinase -6, FXIIa inh 12 and zVAD death inh -0.9.
Screening O=C(Nc1nnc(CC(c2ccccc2)c2ccccc2)s1)c1ccco1 returned PPC-1+TRAIL kill 3, Wee1 degr inh -1, TNF death inh 0.5, CHOP inh 5, FXIa inh 1, PGE2 EP2 inh 11, Tb hexokinase -8, FXIIa inh 8 and zVAD death inh -0.1.
Cn1c(=O)c2[nH]c(-c3ccccc3)nc2n(C)c1=O was read as PPC-1+TRAIL kill 21, Wee1 degr inh -3, TNF death inh 1.9, CHOP inh 2&-7, FXIa inh 8, PGE2 EP2 inh 13&14, Tb hexokinase 10, FXIIa inh 7 and zVAD death inh 1.4.

Later entries
`Cn1cccc1C1C(C#N)=C(N)OC2=C1C(=O)CCC2` (stereo unspecified) gave PPC-1+TRAIL kill 22, Wee1 degr inh -3, TNF death inh 0.1, CHOP inh -2, FXIa inh 0, PGE2 EP2 inh 3, Tb hexokinase -5, FXIIa inh 7 and zVAD death inh 1.9.
For Cc1ccc(-c2nn3c(C)nnc3c3ccccc23)cc1S(=O)(=O)NCc1ccco1 the results were PPC-1+TRAIL kill 29, Wee1 degr inh 8, TNF death inh -7.3, CHOP inh 10, FXIa inh 2, PGE2 EP2 inh 5, Tb hexokinase 0, FXIIa inh 0 and zVAD death inh -0.4.
Cn1c(=O)[nH]c(=O)c2c1nc(N1CCCCCC1)n2CCCSc1nc2ccccc2o1 was read as PPC-1+TRAIL kill -23, Wee1 degr inh 1, TNF death inh -3.6, CHOP inh 95*, FXIa inh 6, PGE2 EP2 inh 10, Tb hexokinase 3, FXIIa inh 13 and zVAD death inh -0.2.
`CCc1nnc(NC(=O)C2c3ccccc3Oc3ccccc32)s1` gave PPC-1+TRAIL kill 12, Wee1 degr inh 3, TNF death inh -2.7, CHOP inh 16, FXIa inh 16, PGE2 EP2 inh 19, Tb hexokinase 3, FXIIa inh 26 and zVAD death inh 0.2.
Screening CCOC(=O)C1=C(CS(=O)(=O)c2ccccc2)NC(=O)NC1c1ccccc1OCC (stereo unspecified) returned PPC-1+TRAIL kill 6, Wee1 degr inh 1, TNF death inh -0.5, CHOP inh 20, FXIa inh -5, PGE2 EP2 inh 10, Tb hexokinase -4, FXIIa inh 4 and zVAD death inh -0.2.
Screening CC(C)C(=O)Nc1cccc(NC(=O)c2ccc(Cl)cc2Cl)c1 returned PPC-1+TRAIL kill -3, Wee1 degr inh 0, TNF death inh 3.1, CHOP inh 31, FXIa inh 7, PGE2 EP2 inh -3, Tb hexokinase -2, FXIIa inh 6 and zVAD death inh 0.6.
Screening Cc1ccc(/C=C/C(=O)O)cc1S(=O)(=O)NCc1cccnc1 returned PPC-1+TRAIL kill 16, Wee1 degr inh 1, TNF death inh 6.9, CHOP inh 2, FXIa inh -3, PGE2 EP2 inh 6, Tb hexokinase 0, FXIIa inh 2 and zVAD death inh -0.2.
Screening Clc1ccc(-c2nnc(COc3ncnc4sccc34)o2)cc1 returned PPC-1+TRAIL kill -29, Wee1 degr inh -3, TNF death inh 1.9, CHOP inh 2, FXIa inh 0, PGE2 EP2 inh 10, Tb hexokinase 21, FXIIa inh 7 and zVAD death inh 0.8.
O=[N+]([O-])c1c(N2CCN(CCO)CC2)nc2ccccn12 was read as PPC-1+TRAIL kill 18, Wee1 degr inh -1, TNF death inh 5.0, CHOP inh -2, FXIa inh 6, PGE2 EP2 inh 7, Tb hexokinase -29, FXIIa inh 7 and zVAD death inh 1.4.
`O=C(O)c1cc2cccc(S(=O)(=O)N3CCOCC3)c2cc1O` gave PPC-1+TRAIL kill -1, Wee1 degr inh 3, TNF death inh -0.1, CHOP inh 4, FXIa inh 0, PGE2 EP2 inh 15, Tb hexokinase -6, FXIIa inh -2 and zVAD death inh -0.2.
Screening CSc1nnc(C2CCCN2)n1C (stereo unspecified) returned PPC-1+TRAIL kill 10, Wee1 degr inh -1, TNF death inh -0.2, CHOP inh 35, FXIa inh 0, PGE2 EP2 inh 14&9, Tb hexokinase -8, FXIIa inh 9 and zVAD death inh 0.1.
